NOD1 inhibition = NOD1 signaling inhibitors, primary screen, cell-based, luminescence, uHTS (AID 1578); NOD1-driven NF-kB luciferase reporter cells, luminescence; higher % means a stronger effect; one-dose inhibition, % at 4 µM; EC50 in µM for titrated hits; 1% of 290,000 active; in the data active means inhibition mostly above about 36%, no sharp cut-off; inactive means mostly below about 34%;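 further: HEK-293T reporter cells stimulated with the NOD1 agonist gamma-tri-DAP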
Dynein cargo inh = inhibitors of GR-EGFP nuclear translocation, primary screen, dynein cargo transport inhibitor project, imaging, high-content, 3617.4 mouse cells; 0.47% of 220,000 active; AID 1381, 2008; z-score, hits read low; test concentration mostly 20 µM; stimulated with dexamethasone, 1 µM; hits give low values;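 active means plate z-score of nuclear minus cytoplasmic receptor signal below a set negative limit, without overly bright fluorescence or cell loss, cut at about -3.5 in these data, passing the limit was not always enough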;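 further: z-score of nuclear minus cytoplasmic ring GR-EGFP intensity difference per well; some compounds called inactive have numbers as strong as hits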
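Buffer or medium: Induction medium lacking tetracycline, stripped serum | Also added: Dexamethasone agonist, 1.0 µM final, for 30 min | Timing: 48 h induction, 1 h compound, 30 min dex at 37 °C | Detection: Formaldehyde fixation, Hoechst nuclear stain, 10x automated fluorescence imaging | Measure: Nuclear versus cytoplasmic GR-EGFP signal, averaged per well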
b-catenin transl = modulators of beta-catenin nuclear translocation, primary screen, imaging, HeLa cells, immunofluorescence, high-content. nuclear translocation activity, % at 5 µM. 0.3% of 190,000 active;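 active means nuclear translocation activity above 50% at 5 µM, with a well cell count of 50 or more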;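 further: per-cell ratio of nuclear to cytoplasmic median beta-catenin stain intensity; plate controls were DMSO negative control for no effect and GSK-3 inhibitor IX positive control for full effect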
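assay system = human HeLa cells, endogenous beta-catenin | times = compound treatment 24 h, 37°C, 5% CO2 | detection = Anti-beta-catenin immunofluorescence on PFA-fixed, Triton-permeabilized cells, DAPI nuclei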
P. falciparum M17LAP = P. falciparum M17LAP inhibitors, primary screen, biochemical, fluorogenic H-Leu-NHMec substrate, 1536-well (AID 1619). Leucine aminopeptidase (Plasmodium falciparum (isolate 3D7)). recombinant M17LAP, H-Leu-NHMec fluorogenic kinetic assay; higher % means a stronger effect. one-dose inhibition, % at 30 µM; IC50 in µM for titrated hits. 0.38% of 220,000 active;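 active means compound inhibiting the enzyme by more than half at any dose during confirmatory dose-response retesting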;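 further: plate controls were full reaction with DMSO carrier for no effect and no enzyme background for full effect; strong numbers were not always called active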
HEK293 NOD2/NF-kB = NOD2 signaling inhibitors, cell-based, luminescence, uHTS, HEK293 (AID 1566). HEK293 NOD2/NF-kB luciferase reporter, luminescence; higher % means a stronger effect. inhibition, % at 4 µM, or EC50 in µM where a hit was titrated. 0.63% of 290,000 active; in the data active means inhibition above about 50%; further: many of its hits are not listed in these tables
Autophagy HCS = autophagy modulators in MEF cells, primary screen, imaging, high-content, MEF GFP-LC3 | MEF GFP-LC3 puncta imaging; test concentration mostly 10 µM | calls only at 10 µM (by protocol) | 0.98% of 190,000 active | AID 463193, 2010;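 active means percentage of spot-positive cells more than 3 SD above its plate mean, without a fluorescence outlier flag or 80% toxicity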;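 further: spot-positive cell cutoff set from DMSO-treated cells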
Ins promoter up = insulin promoter activators in MIN6 cells, imaging, high-content screening, mouse beta cells. MIN6 insulin promoter-GFP reporter; hits give high values. z-score at 5 µM. 0.3% of 190,000 active. AID 1625, 2009;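 active means z-score above 3 at 5 µM with at least 500 cells counted in the well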
MT stabilizer = microtubule stabilizers in HeLa cells, primary screen, imaging, high-content imaging. HeLa tubulin immunostaining HCS, 24 h; share of cells brighter than vehicle mean+2SD. % tubulin-high responders, % at 10 µM. 0.83% of 200,000 active;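 active means plate Z-score above 3 for both tubulin-high and condensed-nucleus cell shares, with cell loss under 80%, at 10 µM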;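 further: anti alpha tubulin signal scored within the nucleus-defined area of each cell; some results filed as inactive read as strong as hits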
Yfh1-off respiration = enhancers of respiration in Yfh1-depleted yeast, dose response, Friedreich's ataxia, plus single-dose screen (AID 1465). S. cerevisiae Yfh1-off respiration, WST-1 reduction, 72 h; higher fold induction means a stronger effect. fold induction at 50 µM, or EC50 in µM where a hit was titrated. 0.074% of 220,000 active;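 active means fold induction of absorbance versus untreated yeast above a set limit, then at least 30% activation at any dose in follow-up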;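 further: activators that raise dye reduction in frataxin-depleted yeast; strong numbers were not always called active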
Dynein cargo inh cytoplasmic EGFP = also measured in Dynein cargo inh; calls as there; z-score; measured here: cytoplasmic GR-EGFP intensity; hits give high values
Dynein cargo inh nuclear GR-EGFP = recorded beside Dynein cargo inh, whose call it bears; z-score; measured here: nuclear GR-EGFP intensity;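 lower value marks the stronger effect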
Dynein cargo inh cell count = further read-out of Dynein cargo inh, marked with its call; z-score; measured here: cell count per field
Ins promoter up cell count = further read-out of Ins promoter up, marked with its call; cell count; measured here: cytotoxicity, nuclei count;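 total cells summed across four imaged fields per well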
b-catenin transl cell count 5 µM = recorded beside b-catenin transl, whose call it bears; cell count; measured here: cell count, cytotoxicity flag
MT stabilizer Hoechst-high % = second read-out of MT stabilizer, no call of its own (marks repeat the call); % Hoechst-high responders; measured here: nuclear condensation Hoechst responders;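 share of cells brighter than vehicle mean plus two SD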
MT stabilizer cytotoxicity % = also measured in MT stabilizer; calls as there; toxicity, %; measured here: cytotoxicity by cell density;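 0% = mean cell density of plate MIN control wells and 100% = no cells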
Autophagy HCS cell loss 18 h = further read-out of Autophagy HCS, marked with its call; toxicity, %; measured here: cell loss, nuclei count;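 cell loss after 18 h compound exposure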
Numbers without * were called inactive; i = inactive; . = no result given.

SMILES	NOD1 inhibition	Dynein cargo inh	Dynein cargo inh cytoplasmic EGFP	Dynein cargo inh nuclear GR-EGFP	Dynein cargo inh cell count	b-catenin transl	b-catenin transl cell count 5 µM	P. falciparum M17LAP	HEK293 NOD2/NF-kB	Autophagy HCS	Autophagy HCS cell loss 18 h	Ins promoter up	Ins promoter up cell count	MT stabilizer	MT stabilizer Hoechst-high %	MT stabilizer cytotoxicity %	Yfh1-off respiration
COc1ccc(S(=O)(=O)Nc2c(C(=O)O)[nH]c3ccccc23)cc1OC	-44.2%	-0.554	-0.262	0.293	0.474	-3.1	566	25.1%	-8.5%	i	10.5	0.72	1387	3.7	2.4	4.2	i
COc1ccccc1C(=O)Nn1c(-c2cccs2)nc2ccccc2c1=O	21.2%	-0.292	-0.0828	-0.163	0.737	1.5	1042	-7.6%	8.7%	i	9.2	.	.	2.3	2.7	5.6	i
O=C(CN1CCCCC1)N1CCCc2c1c(=O)oc1ccc(OCc3ccccc3)cc21	-19.7%	-0.593	-0.254	-0.105	-0.312	-3.1	1164	4.3%	7.9%	i	-1.6	.	.	2.0	0.2	12.8	i
COc1ccc(C2(C(=O)NCCN3CCOCC3)CCOCC2)cc1	-20.9%	-0.0632	-0.256	0.172	0.484	-0.7	1094	-14.8%	-4.6%	i	-1.1	-0.42	1326	2.4	3.9	11.2	i
O=C(NC1CCCCC1)C(c1ccco1)N(C(=O)c1csnn1)C1CCCC1 (stereo not given)	-2.8%	0.382	-0.228	0.022	-0.0359	-1.6	1475	-15.3%	-1.8%	i	53.9	2.45	1259	4.0	3.3	14.8	.
O=C(c1cn(-c2ccccc2)nc1-c1ccc(F)cc1)N1CCOCC1	-11.3%	0.223	-0.18	0.444	-0.117	-2.0	681	11.6%	-1.0%	i	-4.6	0.97	1094	2.0	2.6	11.6	i
O=C(Nc1ccccc1NS(=O)(=O)c1ccc(F)cc1)C1CCCC1	-25.9%	-0.0643	-0.346	0.268	0.337	-1.0	953	10.8%	1.9%	i	3.0	0.27	1445	3.6	2.5	8.1	i
Nc1nncn1C(=O)CCc1ccccc1	35.1%	-0.365	2.1	0.401	0.737	.	.	-2.1%	1.8%	i	2.7	1.58	1266	14.8	31.6	95.8	i
CC12CC3(C)CC(C)(C1)CC(C(=O)NC(=S)N1CCCC1)(C2)C3	-11.3%	0.991	0.0137	0.742	-0.372	-0.2	549	-5.5%	-4.0%	i	25.6	.	.	4.2	1.9	11.9	i
CCN(CC)S(=O)(=O)c1ccc(C(=O)OCC(=O)c2ccc3c(c2)NC(=O)CO3)cc1	0.2%	-0.218	-0.0751	-0.205	0.439	.	.	-3.9%	10.6%	i	2.1	.	.	3.8	1.9	7.9	i
COC(=O)Cn1nc(-c2ccccc2)c2ccccc2c1=O	-17.4%	-1.45	-0.181	-0.461	0.873	0.5	1210	-9.6%	1.1%	i	9.9	-0.84	1266	2.5	1.9	7.2	i
O=C(CCNC(=O)c1ccc(Br)o1)NC1CCCC1	-5.8%	0.221	-0.29	-0.0317	1.66	-2.4	1252	6.5%	-5.5%	i	12.6	0.05	1222	3.0	2.4	4.3	i
COc1ccc(CCNC(=O)Cn2cc(C(F)(F)F)cc(Cl)c2=O)cc1	-19.7%	2.33	-0.295	0.825	-1.16	-1.2	992	21.1%	-15.0%	i	-0.5	0.21	1378	2.1	1.0	5.8	i
CC1CC(CCN)(c2ccccc2)C(C)CN1C (stereo not given)	4.6%	-0.495	-0.213	-0.318	0.183	0.2	1229	23.0%	27.3%	.	.	0.1	1115	.	.	.	i
CSc1ccccc1NC(=O)Cn1nc([N+](=O)[O-])cc1C	-55.6%	-0.102	-0.168	0.317	-0.128	-2.8	1068	-1.4%	-10.7%	i	6.4	0.35	1232	2.5	2.0	4.3	i
O=C1Nc2ccccc2S/C1=C\C(=O)N1CCCC1	-51.0%	0.239	-0.16	0.161	-0.288	-1.0	1097	22.4%	-4.0%	i	-0.6	-0.17	1156	2.4	3.0	10.1	.
O=C1C(c2ccncc2)=C(O)c2ccccc21	-21.9%	-0.643	-0.249	-0.0694	0.496	-2.0	1197	15.0%	-81.7%	i	-0.1	0.37	1893	2.3	2.8	33.3	i
Cc1ncc(CSc2nnnn2-c2ccccc2)c(N)n1	3.1%	0.299	-0.0812	0.169	-0.967	-0.7	1161	-6.0%	2.8%	i	0.8	-1.86	1159	3.9	1.8	5.3	i
Cn1c(O)c(C(C#N)=C2N=c3ccccc3=N2)c2ccccc21	-2.1%	-0.436	-0.232	-0.937	0.359	-4.1	1349	7.2%	3.4%	i	3.4	0.1	1588	2.2	1.5	9.1	i
O=[N+]([O-])c1cc(Cl)c2cccnc2c1O	-7.9%	0.379	-0.268	0.481	-0.385	0.5	1447	3.6%	-11.6%	i	4.5	-0.18	1482	3.4	3.1	7.7	i
Cc1ccc(S(=O)(=O)N2CCC(C(=O)NCCc3ccccc3)CC2)cc1	-8.6%	1.35	0.257	0.549	-0.0991	-1.4	1256	-0.8%	3.0%	i	-6.5	-1.01	933	1.8	1.4	8.7	i
CN1C(=O)Cn2c1nc1ccccc12	-18.3%	3.38	-0.0886	2.55	-2.41	-7.3	1015	6.1%	-3.9%	i	7.8	0.93	1350	6.6	2.0	4.9	i
NC(=O)CN1CCN(S(=O)(=O)c2ccc(Br)cc2)CC1	-14.3%	0.362	-0.192	0.542	-0.177	0.5	1114	-0.4%	17.6%	i	-18.1	0.07	1286	1.2	1.2	1.6	i
CCc1ccc(NS(=O)(=O)c2ccc3[nH]c(=O)[nH]c3c2)cc1	-8.4%	0.769	-0.278	-0.31	0.537	-0.5	1529	0.9%	1.9%	i	-0.6	0.63	1313	4.4	2.0	16.6	i
COc1cccc(/C=C2\SC(=S)N(C(Cc3ccccc3)C(=O)O)C2=O)c1 (stereo not given)	15.2%	-2.08	-0.258	-0.774	0.781	4.3	997	42.0%	7.2%	i	8.7	0.08	1396	.	.	.	i

The closing 2 records of the section above lead into the next:
SMILES	NOD1 inhibition	Dynein cargo inh	Dynein cargo inh cytoplasmic EGFP	Dynein cargo inh nuclear GR-EGFP	Dynein cargo inh cell count	b-catenin transl	b-catenin transl cell count 5 µM	P. falciparum M17LAP	HEK293 NOD2/NF-kB	Autophagy HCS	Autophagy HCS cell loss 18 h	Ins promoter up	Ins promoter up cell count	MT stabilizer	MT stabilizer Hoechst-high %	MT stabilizer cytotoxicity %	Yfh1-off respiration
CCc1ccc(NS(=O)(=O)c2ccc3[nH]c(=O)[nH]c3c2)cc1	-8.4%	0.769	-0.278	-0.31	0.537	-0.5	1529	0.9%	1.9%	i	-0.6	0.63	1313	4.4	2.0	16.6	i
COc1cccc(/C=C2\SC(=S)N(C(Cc3ccccc3)C(=O)O)C2=O)c1 (stereo not given)	15.2%	-2.08	-0.258	-0.774	0.781	4.3	997	42.0%	7.2%	i	8.7	0.08	1396	.	.	.	i
CC(=O)[C@H]1[C@H](c2cccc(Cl)c2)C(C#N)(C#N)[C@@H]2c3ccccc3C=CN21	4.1%	-0.882	-0.184	-0.538	0.494	2.4	1040	-12.2%	7.2%	i	1.7	1.28	1464	4.5	3.2	8.9	i
CC1CCN(C(=O)COC(=O)c2cc3ccccc3cc2O)CC1	-13.9%	0.147	-0.188	0.224	-0.862	-1.3	906	42.6%	-21.8%	i	2.6	-0.51	1201	1.6	2.2	9.8	i
N#CC(=C1CCCC1)c1nc(-c2ccc(Cl)cc2)cs1	-39.9%	-0.51	-0.179	-1.06	0.0922	0.1	1354	15.6%	-65.2%	i	4.8	-0.33	1640	2.4	1.6	5.4	i
COc1ccc(OC)c(/C=N/NC(=O)c2cc3c(OC)cccc3[nH]2)c1	0.5%	-0.552	-0.257	-0.208	0.506	-0.5	1276	5.2%	19.4%	.	.	-0.41	1062	.	.	.	i
O=C(CN1CCOCC1)NCCC12CC3CC(CC(C3)C1)C2	-5.8%	0.0737	-0.217	0.437	1.29	-6.6	1208	1.6%	11.7%	i	-13.2	-0.29	927	2.2	1.6	8.5	.
C=CCn1c(N)c(C(=O)Nc2ccccc2OC)sc1=S	-9.7%	-1.03	-0.354	-0.336	0.121	2.7	1462	6.5%	10.5%	i	-19.4	1.16	1426	3.9	2.9	2.1	i
O=C(NCC1COc2ccccc2O1)C1(c2ccccc2)CCCC1 (stereo not given)	1.0%	-0.0911	-0.307	-0.114	0.903	-1.1	985	11.0%	18.6%	i	4.8	-0.15	1542	1.1	1.0	0.6	i
Cn1c(=O)[nH]c(=O)c2c1nc(Br)n2CC(O)COc1ccccc1 (stereo not given)	25.9%	0.497	-0.22	1.06	0.531	.	.	17.5%	7.7%	i	36.1	0.89	954	2.3	1.9	5.6	i
Cc1nn(C)cc1CN(C)C(=O)c1nn2c(c1Br)NC(c1cccs1)CC2C(F)(F)F (stereo not given)	-16.3%	-0.00514	-0.279	-0.0114	0.0251	5.6	961	-1.2%	17.0%	i	5.0	0.67	1582	3.9	1.6	8.2	i
Cc1c(NC(=O)c2cc(-n3cnnc3)ccc2Cl)cccc1-c1nc2ccccc2o1	-24.7%	-1.02	-0.177	-0.357	-0.39	0.9	516	-10.0%	0.4%	i	-3.2	-0.44	1313	2.6	2.3	8.3	i
CCC(NC(=O)c1ccccc1NC(=O)c1ccccc1)C(=O)OC (stereo not given)	32.8%	0.0556	-0.288	0.325	-0.00486	-2.9	952	-5.2%	-27.2%	i	-21.1	0.14	1680	2.0	2.0	7.5	i

Screens as filed in PubChem.

These rows are one share of the data; count on the stated rates, not on these rows.
